Screens deposited in PubChem BioAssay by NMMLSC.
T cell modulator: modulators of CD8 T cell-vesicle binding, primary screen, mouse 2C CD8+ T cells, flow cytometry. calls only at 7 µM. 330,000 tested, 0.068% active. 2C CD8+ T cell-vesicle binding; stronger effect = lower value;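 active = response, share of CD8 T cells binding vesicles, and their 90th percentile fluorescence all below set limits, cut at about 80% in these data, passing the limit was not always enough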
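Material: 2C TCR transgenic mouse naive CD8+ T cells, MACS-purified. Also added: QL9-charged Drosophila Ld/ICAM-1/B7-1 vesicles. Timing: binding 1.5 h at 37 °C. Measured by: high-throughput flow cytometry with anti-B7-1 and anti-CD8 staining. Read-out: percent CD8+ FL2 mean versus row control. Controls: Unloaded micro-vesicles (low), QL9 vesicles with 0.7% DMSO (high).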
T cell modulator vesicle-bound %: second read-out of T cell modulator, no call of its own (marks repeat the call); double positive events, %; measured here: CD8+ vesicle-bound cell fraction;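 binding gate set so that unloaded-vesicle control wells show 10% double positive cells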
An asterisk follows results filed as active; i = inactive. These rows are one share of the data; the hit share may differ from the screen's.

Results follow in this order: T cell modulator, T cell modulator vesicle-bound %
- CC1CC(C)CN(S(=O)(=O)c2ccc(NC(=O)CCNC(=O)c3ccc([N+](=O)[O-])cc3)cc2)C1 (stereo unspecified)
    i, 22
- COc1ccc(C(=O)NCC(C)NC(=O)c2ccc(OC)c(Br)c2)cc1Br (stereo unspecified)
    i, 17
- CC1(C)CCC[C@@]2(C)CC=C(C(=O)O)[C@@H]3C[C@]312
    i, 30
- CC(NC(=O)COc1ccccc1)C(=O)NCc1ccc(S(N)(=O)=O)cc1 (stereo unspecified)
    i, 51
- CC(=O)c1nn(-c2cccc(C)c2)cc1C(=O)c1cccc(Br)c1
    i, 44
- CC(=O)c1ccc(OCC(=O)OCc2cc(-c3ccco3)on2)cc1
    i, 35
- O=C(c1cc([N+](=O)[O-])ccc1N1CCOCC1)N1CCN(S(=O)(=O)c2cc(Cl)ccc2Cl)CC1
    i, 29
- CCC1(c2ccc(F)cc2)NC(=O)N(CC(=O)Nc2cccnc2Cl)C1=O (stereo unspecified)
    i, 22
- Cc1cc(C)n2nc(SCC(=O)NC(=O)c3ccc(OC(F)F)cc3)nc2n1
    i, 52
- Cc1[nH]c2ccccc2c1C(=O)C(=O)NCc1ccncc1
    i, 57
- COc1cccc(-c2c(-c3cc(OC)cc(OC)c3)n(C)c3ccc(-c4cccc5[nH]ccc45)cc23)c1
    i, 51
- CN1CCCC(OC(=O)c2ccccc2F)C1 (stereo unspecified)
    i, 68
- Cc1ccc(SSc2cc(C)ccc2N)c(N)c1
    i, 46
- O=C(COc1coc(CN2CCCc3ccccc32)cc1=O)Nc1ccc([N+](=O)[O-])cc1
    i, 44
- O=C(COC(=O)c1ccc(F)c([N+](=O)[O-])c1)NC(=O)NCc1ccccc1
    i, 6
- CCN(c1ccccc1)S(=O)(=O)c1ccc(Cl)c(C(=O)N2CCCC2)c1
    i, 12
- O=C(COc1ccccc1)N(Cc1nnc(-c2ccccc2Cl)o1)C1CC1
    i, 51
- CC(C)(C)OC(=O)N1CCN(C(=O)c2[nH]cnc2C(=O)Nc2ccc(Cl)cc2)CC1
    i, 19
- Cc1noc(C)c1NC(=O)Nc1ccc2c(c1)C(=O)N([C@H](C)CO)C[C@H](C)[C@@H](CN(C)S(=O)(=O)c1ccc(F)cc1)O2
    i, 8
- Cc1ccc(-n2ccnc(SCC(=O)NC3CCCC3)c2=O)cc1F
    i, 16

Compound profiles, from the list above. Screens in order: T cell modulator	T cell modulator vesicle-bound %
Profile of `Cc1ccc(-n2ccnc(SCC(=O)NC3CCCC3)c2=O)cc1F` : i	16
Profile of `CCN(c1ccccc1)S(=O)(=O)c1ccc(Cl)c(C(=O)N2CCCC2)c1` : i	12
Profile of `CN1CCCC(OC(=O)c2ccccc2F)C1` (stereo unspecified) : i	68
Profile of `CC(C)(C)OC(=O)N1CCN(C(=O)c2[nH]cnc2C(=O)Nc2ccc(Cl)cc2)CC1` : i	19

Going on with the list:
Results follow in this order: T cell modulator, T cell modulator vesicle-bound %
- Cc1ccc(OCCCCCCN2CCNCC2)cc1
    i, 32
- CCCN(CC1CC1)C(=O)COC(=O)c1oc2ccc(OCC)cc2c1C
    i, 3
- Cc1ccsc1C(=O)OCc1nc2ccsc2c(=O)[nH]1
    i, 55
- CC(=O)[C@H]1[C@H]([C@H](O)[C@H](O)CO)O[C@](O)(C(=O)O)C[C@@H]1O
    i, 36
- O=S(=O)(Nc1ccccc1Br)c1cccs1
    i, 35
- O=C(c1ccc(F)c(S(=O)(=O)N2CCOCC2)c1)N1CCN(c2ccc(F)cc2)CC1
    i, 45
- COc1ccc(Cl)cc1C(=O)NNC(=O)c1[nH]c(C)c(C(C)=O)c1C
    i, 55
- COc1cccc(-c2ncc3ccccc3c2COC(=O)c2cccs2)c1
    i, 43
- CC1(c2nnc(Cc3ccccc3)o2)CC(c2ccc(C#N)cc2)=NO1 (stereo unspecified)
    i, 42
- C=CC[C@@H](CC(=O)OC(C)(C)C)C(=O)OC[C@@H]1CCCN1C(=O)[C@@H](CC=C)CC(=O)N(CCO)Cc1ccccc1
    i, 17
- O=C1[C@H]2[C@H](C=CC[C@H]2C(=O)N2CCN(c3ccccc3)CC2)CCN1Cc1ccccc1
    i, 7
- O=C(Nc1cc(C(F)(F)F)ccc1N1CCOCC1)c1ccncc1
    i, 26
- COC(=O)c1ccc(CN(c2ccc(OC)cc2)S(=O)(=O)c2ccccc2)cc1
    i, 44
- Cc1ccccc1/C=C/C(=O)c1ccc([N+](=O)[O-])o1
    i, 23
- CC(=O)c1ccc(S(=O)(=O)N(C)CCCC(=O)N2CCN(c3ncccn3)CC2)cc1
    i, 44
- C[C@H](NC(=O)c1ccccc1Cl)C(=O)OCC(=O)NNC(=O)c1cccs1
    i, 52
- COC(=O)C1=C(N)OC2=C(C(=O)CCC2)C1c1ccc2c(c1)OCO2 (stereo unspecified)
    i, 56
- Cc1ccc2c(c1)C(c1ccccc1)N(C(=O)c1ccc(F)cc1)CC(=O)N2 (stereo unspecified)
    i, 21
- O=C(COC(=O)COc1cc(Cl)c(Cl)cc1Cl)NC1CC1
    i, 31
- CC(=O)NCCc1ccc(S(=O)(=O)Nc2ccc3c(c2)OCCO3)cc1
    i, 36
- O=C(c1cc(-c2ccc(Cl)cc2)nc2ccccc12)N1CCC1
    i, 48
- CC1(C)Cc2c(C#N)c(SCC(=O)O)nc(N3CCOCC3)c2CO1
    i, 42
- N#CCOC(=O)c1cc(S(=O)(=O)N2CCCCC2)ccc1N1CCOCC1
    i, 5
- CCOC(=O)c1c(C)[nH]c(C(=O)OCC(=O)NCc2ccc(C)cc2)c1C
    i, 38
- Cc1ccc(S(=O)(=O)N2CCCCC2)cc1NC(=O)CCN1C(=O)C2CC=CCC2C1=O (stereo unspecified)
    i, 2
- Cc1cc(C)nc(SCC(=O)N(C)CC(=O)Nc2ccccc2Br)n1
    i, 35
- C[C@H](CO)N1C[C@H](C)[C@@H](CN(C)S(=O)(=O)c2cn(C)cn2)Oc2ccc(NS(=O)(=O)c3ccccc3)cc2C1=O
    i, 33
- C[C@H](CO)N1C[C@H](C)[C@H](CN(C)C(=O)Nc2ccc(F)cc2)Oc2c(NC(=O)c3ccc(-c4nccs4)cc3)cccc2C1=O
    i, 19
- CCN(c1ccccc1)S(=O)(=O)c1ccc(NN)nc1
    i, 14
- c1cncc(Nc2c3ccccc3nc3ccccc23)c1
    i, 62

Part of the list above in order of molecular weight, ascending.
Results follow in this order: T cell modulator, T cell modulator vesicle-bound %
- O=S(=O)(Nc1ccccc1Br)c1cccs1
    i, 35
- COc1ccc(Cl)cc1C(=O)NNC(=O)c1[nH]c(C)c(C(C)=O)c1C
    i, 55
- CC(=O)NCCc1ccc(S(=O)(=O)Nc2ccc3c(c2)OCCO3)cc1
    i, 36
- CCN(c1ccccc1)S(=O)(=O)c1ccc(Cl)c(C(=O)N2CCCC2)c1
    i, 12
- O=C(c1ccc(F)c(S(=O)(=O)N2CCOCC2)c1)N1CCN(c2ccc(F)cc2)CC1
    i, 45
- Cc1ccc(S(=O)(=O)N2CCCCC2)cc1NC(=O)CCN1C(=O)C2CC=CCC2C1=O (stereo unspecified)
    i, 2

Later entries.
Results follow in this order: T cell modulator, T cell modulator vesicle-bound %
- CC(=O)NS(=O)(=O)c1ccc(NC(=O)c2ccc(S(=O)(=O)N3CCCC3)cc2)cc1
    i, 33
- COc1ccc(C(=O)Nc2ccccc2N2CCOCC2)cc1S(=O)(=O)N1CCOCC1
    i, 43
- Cc1ccc(COc2coc(CN3CCN(C(=O)c4ccco4)CC3)cc2=O)cc1
    i, 23
- COc1ccc(NC(=O)N(C)C[C@H]2Oc3ccc(NS(=O)(=O)c4cccs4)cc3C(=O)N([C@@H](C)CO)C[C@@H]2C)cc1
    i, 7
- CSc1nc2ccc(NC(=O)COc3ccccc3F)cc2s1
    i, 43
- CCOC(=O)[C@@H]1[C@H]2COc3ccc(Br)cc3[C@H]2N2C(=O)N(c3ccc(OC)cc3)C(=O)[C@]12C
    i, 12
- COc1ccc(CCC(=O)OCC(=O)N(C)c2c(N)n(Cc3ccccc3)c(=O)[nH]c2=O)cc1
    i, 44
- CC1=CC(=O)CC(C)(C)[C@@]1(O)/C=C/[C@@H](C)O[C@@H]1O[C@H](CO)[C@@H](O)[C@H](O)[C@H]1O
    i, 12
- O=C(O)c1ccc(N/N=C/c2cccc(C(F)(F)F)c2)cc1
    i, 54
- CC(C)n1ncc2c(C(=O)N3CCN(Cc4ccc(Cl)s4)CC3)cc(C3CC3)nc21
    i, 48
- O=S(=O)(c1ccc2c(c1)CCCN2)N1CCCC1
    i, 4
- CS(=O)(=O)c1cccc(-c2nnc(NC(=O)C3=COCCO3)o2)c1
    i, 37
- Cc1ccc(F)cc1NC(=O)COC(=O)C1CCN(c2ccc(C(F)(F)F)cn2)CC1
    i, 11
- O=C(CSCc1cccc(Cl)c1)OCc1nc2ccsc2c(=O)[nH]1
    i, 14
- O=C1OC[C@@H]2CCCN2C(=O)[C@@H](CC(=O)N(CCO)Cc2ccccc2)C/C=C\C[C@H]1Cc1ccc(F)cc1
    i, 19
- Cc1ccc(Cl)c(NC(=O)CSc2cccc[n+]2[O-])c1Cl
    i, 37
- O=C(COc1coc(CN2CCc3ccccc3C2)cc1=O)Nc1cccc([N+](=O)[O-])c1
    i, 48
- O=C(OCC(=O)N1CCN(C(=O)c2ccco2)CC1)c1cncc(Br)c1
    i, 29
- COc1ccc(/C=C/c2c(-c3cccc(C)c3)oc3ccc(N4CCOCC4)cc23)cc1
    i, 14
- CC(NC(=O)CN1CCN(C(=O)c2cccs2)CC1)c1ccc(F)cc1F (stereo unspecified)
    i, 48
- COc1ccccc1-c1sc2ccccc2c1-c1ccccc1OC
    i, 40
- CCN1C(=O)[C@H]2[C@@H](c3ccc(C)cc3)N3C(=O)N(c4cccc(Cl)c4)C(=O)[C@@]3(CC(C)C)[C@H]2C1=O
    i, 40
- O=C(NNC(=O)C1CCN(S(=O)(=O)c2ccc(Cl)cc2)CC1)c1ccccc1O
    i, 41
- CCN(CC(=O)NCc1cccs1)C(=O)COc1ccc(C(N)=O)cc1
    i, 38
- CCOC(=O)c1ccc(-c2ccc3c(=O)c4ccccc4n(C)c3c2)cc1F
    i, 14
- Cc1ccc(CN2CC(C(=O)N3CCN(S(=O)(=O)c4ccc(C(C)C)cc4)CC3)CC2=O)cc1 (stereo unspecified)
    i, 20
- O=C(c1ccccc1[N+](=O)[O-])N1CCN(c2ccc(N3CCOCC3)nn2)CC1
    i, 43
- O=C(NCCc1ccc2c(c1)OCCO2)c1cccc(S(=O)(=O)N2CCCC2)c1
    i, 33
- COc1ccc(-c2sc3ccccc3c2/C=C/c2ccc(OC)c(OC)c2)cc1
    i, 30
- O=C(N/N=C/c1ccccc1O)c1ccncc1
    i, 26
- COc1ccc(C(=O)OCC(=O)Nc2ccc3[nH]c(=O)[nH]c3c2)cc1
    i, 34
- COc1ccc([C@H]2CC(=O)C=C(c3ccccc3)C2)cc1OC
    i, 3
- CCOc1ccc(C(=O)OCC(=O)Nc2cccnc2Cl)cc1OCC
    i, 4
- COCCCN(C(=O)CSCc1ccc(C)cc1)c1c(N)n(Cc2ccccc2)c(=O)[nH]c1=O
    i, 22
- Cc1cc(C)c(NC(=O)CNC(=O)Cc2ccc(S(=O)(=O)N3CCOCC3)s2)c(C)c1
    i, 34
- COc1ccc(NS(=O)(=O)c2cccc(C(=O)NCC(c3ccco3)N(C)C)c2)cc1 (stereo unspecified)
    i, 34
- Cc1ccsc1C(=O)NCc1ccccc1Cl
    i, 16
- O=C(COC(=O)c1ccncc1)Nc1cc(S(=O)(=O)N2CCOCC2)ccc1Cl
    i, 42
- CCOc1ccccc1NC(=O)C1CCCCN1S(=O)(=O)c1ccccc1 (stereo unspecified)
    i, 3
- CCOC(=O)CN1C(=O)N[C@@H](c2cccc(C(F)(F)F)c2)[C@@H](C(=O)OC)[C@H]1C
    i, 26
- COc1ccc(CCN(C)C(=O)c2cc(S(=O)(=O)N3CCCCCC3)ccc2OC)cc1OC
    i, 16
- COc1cc(C(=O)NCC2CCCO2)ccc1OCc1ccc(Cl)cc1 (stereo unspecified)
    i, 29
- CCC(C)c1ccccc1NC(=O)c1cccc(-n2cnnn2)c1 (stereo unspecified)
    i, 34
- O=C(COC(=O)C12CC3CC(CC(Cl)(C3)C1)C2)N1CCCCC1
    i, 33
- O=c1oc(C2(O)CCCCC2)cc2ccccc12
    i, 4
- CC1CCCC(NC(=O)c2cc(S(=O)(=O)N3CCCCC3)ccc2Cl)C1C (stereo unspecified)
    i, 27
- COc1ccccc1N1CCN(CCCCNC(=O)c2ccc3ccccc3c2)CC1
    i, 35
- COC(=O)[C@]1(C)N[C@H](CN(C)S(=O)(=O)c2ccc(F)cc2)[C@@H]2C(=O)N(C)C(=O)[C@@H]21
    i, 4
- Cc1ccc(S(=O)(=O)N2CCCCC2)cc1NC(=O)C1=NN(c2ccccc2)C(=O)CC1
    i, 12
- C=CCn1c(SC(C)C(=O)Nc2ccc(F)c(F)c2F)nnc1C1CC1 (stereo unspecified)
    i, 21

More entries.
Results follow in this order: T cell modulator, T cell modulator vesicle-bound %
- COC(=O)C1CCN(S(=O)(=O)CCNC(=O)c2ccc3c(c2)OCO3)CC1
    i, 27
- Cc1ccc(C)c(NC(=O)CN(C)C(=O)CN2C(=O)NC3(CCc4ccccc43)C2=O)c1 (stereo unspecified)
    i, 24
- Cc1cc(C)nc(SCCN2CCCCC2)n1
    i, 30
- COc1ccc(Br)cc1CN(C)C(=O)C1CC(=O)N(C2CCCC2)C1 (stereo unspecified)
    i, 51
- C=CC[C@H](CC(=O)OC(C)(C)C)C(=O)OC[C@@H]1CCCN1C(=O)[C@@H](CC=C)CC(=O)N[C@H](CO)Cc1ccccc1
    i, 21
